Source: PubChem BioAssay
Vif-A3G inh = Vif-A3G binding inhibition; Q9HC16; Potency, µM (top dose mostly 46.1 µM), for inactives: at the highest dose activity, negative = active, hits mostly inhibitors; HeLa A3G-eYFP + Vif (tagged APOBEC3G with the HIV-1 protein that degrades it), YFP fluorescence, overnight; actives 0.076% (n = 410,000);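 note: potency is the fitted concentration of half-maximal effect; % is set by controls: 0 for no effect and ±100 for the full control effect; nearly all actives have a fitted effect of over 60% in size; hits raise eYFP signal because A3G escapes Vif-driven loss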
Target sequence (Q9HC16 whole entry, looked up): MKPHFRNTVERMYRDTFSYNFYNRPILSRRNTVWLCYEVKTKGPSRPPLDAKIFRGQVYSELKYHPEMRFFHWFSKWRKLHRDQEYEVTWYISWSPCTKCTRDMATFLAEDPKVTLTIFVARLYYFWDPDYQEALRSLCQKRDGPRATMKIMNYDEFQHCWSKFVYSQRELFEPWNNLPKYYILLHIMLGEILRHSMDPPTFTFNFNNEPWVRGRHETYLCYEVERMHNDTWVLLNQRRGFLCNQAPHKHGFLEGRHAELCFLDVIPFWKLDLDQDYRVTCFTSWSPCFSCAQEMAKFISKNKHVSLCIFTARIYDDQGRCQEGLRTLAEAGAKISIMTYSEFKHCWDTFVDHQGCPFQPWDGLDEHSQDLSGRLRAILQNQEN
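Read-out is eYFP fluorescence (Ex 488/Em 500-530) from Vif-expressing HeLa A3G-eYFP cells; more signal means A3G escaped Vif-mediated degradation. Cells plated overnight, compound pinned in, incubated overnight at 37 deg C.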
Glioma ERSR ind = induces the endoplasmic reticulum stress response in human glioma cells; U87-MG GRP78 promoter luciferase reporter, 16 h; actives 0.02% (n = 420,000); Potency, µM, without a hit: at the top dose activation, actives largely listed as activators; AID 602332; note: potency is the fitted concentration of half-maximal effect; series mostly up to about 76 µM; % of control where 0% means no effect; nearly all actives have a fitted effect of over 35% in size
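Stably transfected U87-MG human glioma cells carrying a GRP78-based luminescent sensor were seeded at 1000 cells/well, pin-dosed with compounds and incubated 16 h. Luciferase reagent was then added, and end-point luminescence was read after 10 min at room temperature.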
RXFP1 antagonist = antagonists of human relaxin receptor RXFP1. AID 1259400. activity change, negative = inhibition, % at 57.5 µM. HEK293-RXFP1, relaxin-stimulated cAMP HTRF, 30 min; stronger effect = lower value. Q9HBX9. actives 0.59% (n = 350,000);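 active = activity change of -60% or lower, but not beyond a set lower limit; inconclusive = change between -60% and -40%, or beyond the set limit; inactive = change above -40%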; note: % is set by controls: 0 for no effect and ±100 for the full control effect
D1 antag = blocks dopamine activation of the human D1 receptor | P21728 | HEK293 TREx D1 cells, calcium flux, dopamine EC80; stronger effect = lower value | activity change, negative = inhibition, % at 10 µM | actives 3.2% (n = 360,000) | AID 504652; in the data active = activity change below about -30%; note: % is set by controls: 0 for no effect and ±100 for the full control effect
Target sequence (P21728 whole entry, looked up): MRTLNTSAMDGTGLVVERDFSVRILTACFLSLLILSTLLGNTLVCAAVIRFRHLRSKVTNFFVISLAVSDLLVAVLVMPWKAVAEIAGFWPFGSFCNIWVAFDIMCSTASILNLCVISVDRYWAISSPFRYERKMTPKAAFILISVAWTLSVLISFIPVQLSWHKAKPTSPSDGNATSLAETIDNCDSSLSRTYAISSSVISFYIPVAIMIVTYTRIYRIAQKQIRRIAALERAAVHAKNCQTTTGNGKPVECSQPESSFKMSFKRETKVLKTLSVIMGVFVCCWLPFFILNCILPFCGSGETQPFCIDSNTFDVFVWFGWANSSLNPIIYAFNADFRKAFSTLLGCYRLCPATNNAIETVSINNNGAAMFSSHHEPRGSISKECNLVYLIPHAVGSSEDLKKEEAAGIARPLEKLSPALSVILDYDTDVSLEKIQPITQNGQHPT
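HEK293 T-REx cells expressing inducible, force-coupled D1 receptor; no-wash Ca dye, 30–90 min RT. Cmpd → 180 s read at 1 Hz → EC80 DA → 180 s read.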
D2 PAM = positive allosteric modulators of human D2 dopamine receptor; HEK293 T-REx D2, calcium flux, EC20 dopamine potentiation; potentiation, % at 10 µM; actives 0.34% (n = 340,000); AID 485347;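 active = potentiation over 3 SD above the plate norm, cut at about 30% in these data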; note: 0% is about no effect
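Potentiation of an EC20 dopamine calcium response is measured in a force-coupled, tetracycline-inducible Hek293 Trex D2 line. Compound-only kinetic reads over 180 s flag agonists before dopamine addition.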
D1 PAM = human D1 dopamine receptor positive modulation; HEK293 TREx D1 cells, calcium flux, dopamine EC20 potentiation; P21728; actives 0.036% (n = 360,000); AID 504651; potentiation, % at 10 µM; in the data active = potentiation above about 30%; note: 0% is about no effect
Vif-APOBEC3F blk = inhibitors of Vif-A3F interaction; actives 0.2% (n = 390,000); Potency, µM (series often up to 46.1 µM), for inactives: at the top dose activity, negative = active; HeLa A3F-eYFP + Vif (tagged APOBEC3F with the HIV-1 protein that degrades it), YFP fluorescence increase; note: potency is the fitted concentration of half-maximal effect; % of control where 0% means no effect; nearly all actives have a fitted effect of over 65% in size
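Fluorescence increase (Ex 488/Em 500-530) after overnight compound treatment at 37 deg C flags inhibition of Vif-driven A3F-eYFP loss in stable HeLa A3F-eYFP/Vif cells seeded overnight beforehand.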
D1 agonist = activates the human D1 dopamine receptor; activation, % at 2 µM; HEK293 T-REx D1 cells, calcium flux, agonist mode; actives 1% (n = 360,000); P21728; in the data active = activation above about 30%; note: 0% is about no effect
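Agonism was scored from calcium flux recorded over 180 s (1 read/s) after pintool compound addition, following a 10-cycle baseline. Cells were inducible force-coupled HEK293 TREx D1, plated overnight at 30 C and loaded with no-wash calcium dye.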
RXFP1 ag = agonists of human relaxin receptor RXFP1. Q9HBX9. HEK293T-RXFP1 cAMP TR-FRET, 30 min; response scale: percent of porcine relaxin response, buffer zero. Potency, µM (titrated, usually from 57.5 µM), for the others: top-dose activation, actives largely listed as activators. actives 0.3% (n = 370,000). AID 2676; note: potency is the fitted concentration of half-maximal effect; % is set by controls: 0 for no effect and ±100 for the full control effect; nearly all actives have a fitted effect of over 60% in size; many of its hits are not listed in these tables
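Agonist response is measured as cAMP accumulation in an RXFP1-transfected HEK293T line under PDE4 inhibition. Values are scaled between buffer-only and 29 nM porcine relaxin, and EC50s come from standard Hill equation fits.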
* marks the source's active call; other numbers are inactive results; ? = inconclusive; . = not tested or not shown. Unless noted, calls come from the whole dose curve; as a rule, active = well fitted curve in the direction sought with a large enough effect; inconclusive = small, poorly fitted or top-dose-only effect, or another doubt; inactive = no such curve, though single readings can be large; an effect the other way counts as inactive or inconclusive. A portion of the library; rates above refer to the full screens.

Order of values – D1 PAM	Vif-A3G inh	D2 PAM	Vif-APOBEC3F blk	D1 agonist	RXFP1 ag	RXFP1 antagonist	Glioma ERSR ind	D1 antag
- O=C(c1c(F)cccc1F)N1CCCC(c2nc(-c3ccc(Cl)cc3)no2)C1 (configuration not stated)
  -7.2	3.5%	4.7	2.7%	4.5	2.4%	-0.9	4.5%	-1.7
- CN(CC(=O)NC(=O)NCc1ccccc1)Cc1cccc(Cl)c1Cl
  7.2	-14.0%	-0.8	-12.7%	14.3	0.4%	-5.5	-1.1%	-4.7
- CCc1nc(N(CC)CC)c2oc3ccccc3c2n1
  -8.2	-29.5%	-6.1	-4.9%	5.9	-0.1%	-8.6	-3.4%	8.9
- Cc1ccc(C(=O)N2CCC(C)CC2)cc1C
  -4.8	-0.8%	4.3	-13.4%	2.2	1.4%	-9.3	0.7%	-15.8
- COc1cc(CC(=O)Nc2cccc(SC)c2)cc(OC)c1OC
  -8.8	-1.6%	-5.5	0.5%	18.0	0.3%	-2.6	-2.1%	0.9
- COc1ccc(C(=O)NNC(=O)C(NC(=O)c2cc(OC)cc(OC)c2)C(C)C)cc1 (configuration not stated)
  -4.2	-7.5%	7.7	5.1%	1.2	0.0%	-13.4	5.2%	-39.3*
- O=C(CN(CCc1ccccc1)C(=O)CNS(=O)(=O)c1ccc(F)cc1)NCc1ccco1
  -3.1	-2.3%	-9.3	-17.8%	12.7	1.6%	-4.0	-3.9%	3.2
- COc1cccc(NC(=O)CNS(=O)(=O)c2ccc3nc(C)sc3c2)c1
  -4.2	0.4%	2.7	2.3%	1.6	1.2%	.	-3.4%	3.6
- COC(=O)c1ccc(S(=O)(=O)N2CCOCC2)o1
  -3.8	-1.0%	-6.0	2.3%	2.2	-0.4%	-1.8	0.0%	-8.8
- CCc1ccccc1NC(=O)c1sc2nc(C)cc(C)c2c1N
  1.6	-7.4%	-2.4	-6.5%	-3.9	7.5%	-13.4	-1.4%	-17.9
- COc1ccccc1N1C(=O)c2ccc(C(=O)Nc3cccc(C(C)=O)c3)cc2C1=O
  -6.8	-0.4%	-3.7	1.7%	5.8	3.6%	7.0	-2.0%	-8.4
- N#C/C(=C1/CCCCCN1)c1nc2ccccc2s1
  -7.6	-6.3%	2.6	-4.3%	5.9	0.9%	-16.4	0.6%	-2.4
- Cc1ccccc1OCC(=O)Nc1ccc2[nH]ncc2c1
  -4.5	-4.5%	13.8	3.0%	0.3	-0.6%	2.0	0.5%	-0.9
- CCN(CC)c1ccc(S(=O)(=O)N2CCOCC2)cc1NC(=O)CN1C(=O)NC2(CCC(C)CC2)C1=O (configuration not stated)
  -1.6	-1.3%	-2.8	7.4%	2.4	0.9%	-12.1	-3.1%	-1.4
- Nc1ccc(C(=O)NN2C(=O)[C@H](Cl)C2c2ccc(Cl)cc2)cc1 (some centres not stated)
  .	?	.	7.4%	.	.	-6.8	-14.0%	.
- CC(=O)NCCC(=O)Nc1nc(-c2c[nH]c3ccccc23)cs1
  5.3	-3.2%	3.4	1.0%	1.3	-2.1%	0.9	5.4%	8.8
- O=C(CN1C2CCCC1CC(NC(=O)c1ccccc1)C2)Nc1nccs1 (configuration not stated)
  2.1	0.8%	-7.5	-5.4%	-0.7	0.3%	30.9	-0.6%	2.2
- CCCc1cc(=O)[nH]c(SCC(=O)NCc2ccc3c(c2)OCO3)n1
  -2.2	0.6%	.	0.2%	1.0	0.4%	-19.6	-1.9%	-7.5
- CN(Cc1ccccc1)C(=O)COC(=O)c1cc(S(=O)(=O)N(C)C)ccc1N1CCCC1
  -3.7	-7.2%	-7.1	-1.7%	2.4	0.3%	3.1	2.7%	5.8
- O=C(CCCC(=O)OCC(Cl)=C(Cl)Cl)Nc1cccc2ccccc12
  2.6	-2.7%	9.0	2.2%	2.3	-0.3%	-10.3	-2.4%	-10.0

Single records, as listed above. Order of values: D1 PAM, Vif-A3G inh, D2 PAM, Vif-APOBEC3F blk, D1 agonist, RXFP1 ag, RXFP1 antagonist, Glioma ERSR ind, D1 antag
Listed for `CCCc1cc(=O)[nH]c(SCC(=O)NCc2ccc3c(c2)OCO3)n1` = -2.2, 0.6%, ., 0.2%, 1.0, 0.4%, -19.6, -1.9%, -7.5
Listed for `CCc1ccccc1NC(=O)c1sc2nc(C)cc(C)c2c1N` = 1.6, -7.4%, -2.4, -6.5%, -3.9, 7.5%, -13.4, -1.4%, -17.9
Listed for `O=C(CN1C2CCCC1CC(NC(=O)c1ccccc1)C2)Nc1nccs1` (configuration not stated) = 2.1, 0.8%, -7.5, -5.4%, -0.7, 0.3%, 30.9, -0.6%, 2.2

The list continues:
Order of values – D1 PAM	Vif-A3G inh	D2 PAM	Vif-APOBEC3F blk	D1 agonist	RXFP1 ag	RXFP1 antagonist	Glioma ERSR ind	D1 antag
- Cc1cccc(C(O)(C(=O)NNc2ccc3ccccc3n2)c2cccc(C)c2)c1
  0.6	-0.3%	-1.8	-16.5%	-0.1	-0.1%	12.9	4.0%	-5.3
- COc1ccc(N2CCN(C(=O)CCS(=O)(=O)c3cc4c(cc3Cl)NC(=O)CO4)CC2)cc1
  -0.8	1.0%	-10.1	3.7%	-2.4	0.8%	.	-1.7%	-64.3*
- CN1Cc2ccccc2N(CC(=O)NCc2ccccc2)C1=O
  -10.9	-1.3%	-1.7	-2.4%	2.5	0.6%	16.6	-2.5%	-7.7
- O=C(COc1ncnc2ccccc12)N1CCN(S(=O)(=O)c2ccc(Cl)cc2)CC1
  -2.7	0.0%	-1.3	-0.9%	0.2	-1.0%	-5.4	-5.1%	-8.3
- O=C(Nc1ccncc1)c1cccc(S(=O)(=O)N2CCc3ccccc32)c1
  -2.5	0.1%	-4.0	9.8%	11.7	0.4%	1.8	-1.0%	-26.4
- O/C(=C\Sc1nnc(Cc2ccccc2)o1)c1ccc(Br)cc1
  -7.4	1.4%	-3.2	0.4%	4.6	2.8%	-3.9	0.2%	27.2
- CC1CCc2sc(C(=O)NNC(=O)c3ccncc3)cc2C1 (configuration not stated)
  -11.9	0.4%	-1.1	4.7%	0.8	1.8%	-8.1	-1.7%	-15.2
- CC(C)C[C@H](NC(=O)N1CCn2c1nc1ccccc12)C(=O)N1CCCCC1
  -2.0	0.1%	-9.3	5.7%	1.7	-0.6%	-12.3	-0.7%	-0.5
- NS(=O)(=O)c1ccc(CCNC(=O)CSc2nnc3ccccn23)cc1
  -0.2	4.0%	1.8	2.1%	5.5	14.0%	2.1	-4.8%	-2.6
- CCN(CC)C(=O)Cn1c(=O)n(Cc2ccc(C(=O)NCc3ccccc3Cl)cc2)c(=O)c2ccccc21
  -3.0	3.8%	-2.8	-2.5%	4.1	-2.3%	.	-0.5%	-15.1
- COC(=O)C1C2C=CC3(CN(CC4CCCO4)C(=O)C13)O2 (configuration not stated)
  -9.5	0.9%	5.5	-20.7%	4.4	1.1%	-2.1	-2.1%	-3.3
- COc1ccccc1N1C(N)=NC(N)=NC12CCCCC2
  6.2	0.0%	10.2	5.8%	1.7	-0.4%	-10.9	-0.8%	-19.8
- Cc1ccc(C2NC(=S)N3C(c4ccc(C)cc4)NC(=S)N23)cc1 (configuration not stated)
  .	-6.4%	.	-12.8%	.	.	0.1	2.1%	.
- CCN(c1cccc(C)c1)C(C(=O)Nc1ccc(OC)cc1)c1cc2c(cc1[N+](=O)[O-])OCO2 (configuration not stated)
  -6.8	-5.9%	-5.3	-5.3%	6.4	11.5%	-11.7	-2.3%	-8.6
- CCCCn1c(=S)[nH]c2cc(S(=O)(=O)N3CCOCC3)ccc21
  .	1.3%	.	1.1%	.	.	-15.4	-4.5%	.
- OC(c1cccnc1)c1cccs1 (configuration not stated)
  -3.2	1.0%	8.3	-1.2%	3.3	1.3%	1.5	-3.3%	3.1
- CC1(C)CC2CC(C)(CN2S(=O)(=O)c2cccc(C(=O)O)c2)C1 (configuration not stated)
  -0.3	-4.4%	0.1	2.3%	4.2	-0.5%	-8.8	-3.3%	10.5
- Cc1cccn2cc(-c3cccc(NC(=O)C(C)C)c3)nc12
  -0.5	.	7.0	.	-3.0	4.8%	-4.0	.	3.8
- CC1(C)OC(=O)C(=CNc2ncccn2)C(=O)O1
  -3.6	0.6%	1.2	-7.7%	0.3	2.1%	9.6	-4.2%	0.5
- O=C(Cn1cnc2c(oc3ccccc32)c1=O)N1CCN(c2ccccc2)CC1
  -4.9	-0.7%	-10.2	-12.5%	1.6	0.8%	-2.6	-1.4%	-11.2
- Cc1cccc(CN(CC(=O)N/N=C/c2cccs2)S(=O)(=O)c2ccc(Cl)cc2)c1
  1.1	0.9%	-4.4	-1.1%	-0.1	1.1%	-5.6	-5.0%	-16.7
- Cc1ccc(N2CC(C(=O)N3CCC4(CC3)CC(=O)c3ccccc3O4)CC2=O)cc1C (configuration not stated)
  -8.6	2.6%	-1.1	5.5%	0.7	0.0%	-13.2	-1.3%	-7.5
- CCC1CCCCN1CC(=O)c1c(C)[nH]c2cc(C)ccc12 (configuration not stated)
  -0.6	-1.7%	-4.5	-7.8%	-0.1	-0.8%	1.0	-8.0%	-22.7
- CCOC(=O)c1ccc(Oc2nc(NC)nc(SC)n2)cc1
  -7.2	-1.2%	-9.3	-5.9%	11.6	-0.9%	5.3	-0.3%	-34.2*
- Cc1ccc(NC(=O)Nc2ccc(C(=O)N3CCOCC3)cc2)cc1
  -1.7	-4.5%	-1.0	1.7%	-1.7	1.4%	2.5	0.6%	.
- COc1ccc(N(Cc2ccccc2)S(=O)(=O)c2cccc(C(=O)O)c2)cc1
  -3.1	-13.4%	9.3	-2.8%	1.2	-0.3%	3.2	-3.2%	-2.0
- CCN(Cc1ccccc1)C(=O)CCc1nc(-c2ccc(C)cc2)no1
  -13.8	-1.0%	10.8	?	17.3	1.3%	-16.7	3.2%	14.9
- CCOC(=O)N/N=C/c1ccc(Oc2ccccc2)cc1
  -5.3	9.2%	1.0	-4.3%	-3.6	-2.5%	-4.9	1.6%	-3.8
- COC(=O)c1ccccc1NC(=O)Cn1cnc2c(cnn2-c2ccccc2)c1=O
  6.3	0.2%	11.1	-2.4%	1.1	0.7%	17.2	-3.8%	-2.5
- O=C(Nc1ccccc1Cl)NC1(C(=O)NCc2cccnc2)CCCCC1
  5.0	-0.3%	-5.4	7.1%	1.7	-1.3%	-18.0	-2.6%	4.4
